# Screening results (PubChem BioAssay)
# miR-122 sensor: miR-122 inhibition in Huh7 cells | Huh7 miR-122 Renilla luciferase sensor, 48 h; neutral wells = 0, positive control = 100 | activation (reporter increase), % at 12.5 µM | 0.3% of 340,000 active;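 active = mean replicate activation score at least 90 and every replicate individually at or above 90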;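 note: higher luciferase means less miR-122 activity so hits act as miR-122 inhibitors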
# * hit, by the source's call. A portion of the library; rates above refer to the full screens.
miR-122 sensor,canonical_smiles
6.5,CC1CCCN(C(=O)c2ccc3c(c2NCCO)C(=O)c2ccccc2C3=O)C1 (configuration not stated)
-2.9,CC1CCCc2sc3nc(N4CCN(CCO)CC4)n4ncnc4c3c21 (configuration not stated)
-2.1,O=C(COc1ncnc2c(Cl)cc(Cl)cc12)N1CCN(S(=O)(=O)c2ccccc2)CC1
-4.2,O=C(O)C(Cc1ccccc1)n1cccc1 (configuration not stated)
-7.0,C/C(=N/NC(=O)c1cc(Cl)ccc1O)C12CC3CC(CC(C3)C1)C2
1.0,O=C(NCc1ccco1)/C(=C\c1cccnc1)NC(=O)c1ccccc1F
3.0,CCN1CCC(=NNC(=O)c2ccc(C)c([N+](=O)[O-])c2)CC1
30.4,COc1ccc(C2C3C(=O)N(Cc4ccccc4)C(=O)C3ON2c2ccccc2)c(OC)c1OC (configuration not stated)
2.9,COc1ccc(-n2c(-c3ccc(F)cc3)cnc2SCC(=O)NCc2ccco2)cc1
-4.1,COc1ccc(CN2CCN(C(=O)c3ccco3)CC2)cc1
3.1,Cc1ccc(C(c2nnnn2C(C)(C)C)N2CCN(C3CCCC3)CC2)cc1 (configuration not stated)
3.2,COC(=O)c1cc(=O)nc2sc3ccccc3n12
7.4,O=S(=O)(c1ccc(Br)s1)N1CCN(c2ccccn2)CC1
-4.0,CN(C)c1cc[n+](Cc2ccccc2)cc1
-2.5,Cc1nc(NNC(=O)c2ccc(Cl)cc2Cl)cc(-c2ccccc2)n1
-1.8,Cc1nccn1CC(O)COc1ccccc1 (configuration not stated)
-8.2,CC(=O)c1c(N2CCOCC2)nc(=S)n(-c2ccc([N+](=O)[O-])cc2)c1C
-7.3,O=C(Nc1ccc(Cl)cc1)OCc1cc(-c2ccccc2)on1
-3.5,CC(C)(C)n1ncc2c(=O)n(CC(=O)N3CCc4ccccc43)cnc21
-10.3,COc1ccccc1CNc1nc(NCc2ccccc2F)c2sccc2n1
1.9,O=C(O)CC(C(=O)N(c1ccccc1)c1ccccc1)N1CCOCC1 (configuration not stated)
0.7,CC(CCc1ccccc1)NC(=O)COC(=O)C1=COCCO1 (configuration not stated)
1.3,CC1Cc2cc(/C(O)=C3/C(=O)C(=O)N(CCCn4ccnc4)C3c3ccco3)ccc2O1 (configuration not stated)
1.5,COc1ccc(/C=N/NC(=O)CN2CCS(=O)(=O)CC2)cc1
-3.4,c1ccc(-c2nnc3n2NC(c2ccc4c(c2)OCO4)S3)cc1 (configuration not stated)
-0.4,COc1ccccc1OCCC(=O)OCC(=O)NC(=O)NC(C)(C)C
-3.5,CCOc1ccc(C(=O)SC2=NCCS2)cc1
-26.9,CCCCCCCCCCCC1=C(O)C(=O)C=C(O)C1=O
1.7,CC(=O)NC(=O)c1nnn(Cc2ccccc2)c1NC(C)=O
7.7,Cc1c(-c2ccccc2)nc2ccccc2c1C(=O)Oc1ccc([N+](=O)[O-])cc1
4.5,Cc1noc2ncnc(Sc3ccc(Cl)cc3)c12
2.0,Cc1c(NC(=O)C2CCCNC2=O)c(=O)n(-c2ccccc2)n1C (configuration not stated)
-4.3,COc1cccc(C2/C(=C(/O)c3cnn(-c4ccccc4)c3C)C(=O)C(=O)N2CCN(C)C)c1 (configuration not stated)
1.1,O=C(NCc1ccco1)c1ccc(=O)[nH]n1
6.2,CCN1C=C(Cc2ccc(F)cc2)C2=C(C1)C(c1ccc(F)cc1)C(C#N)=C(N)O2 (configuration not stated)
-6.3,c1ccc(-c2nnc(CSc3nncs3)o2)cc1
1.9,CCCc1cc(=O)n2c([nH]c3ccccc32)c1C#N
0.9,CCOC(=O)c1nn(-c2ccc3c(c2)OCO3)cc1O
-5.0,Cc1ccc(S(=O)(=O)/N=C2/NC(=O)/C(=C\c3cc(Br)cc(Br)c3O)S2)cc1
-6.0,COc1ccccc1-n1c(SCC(=O)N2CCCC2)nc2cccnc21
4.9,Fc1ccccc1CSc1nc2ncc(Br)cc2[nH]1
8.0,CC(C)(C)n1nnnc1C(c1ccc(C(F)(F)F)cc1)N(Cc1ccc(F)cc1)Cc1ccco1 (configuration not stated)
0.5,Cc1nc2sc3c(c2c(=O)o1)CCCC3
-2.6,COc1ccc(/C=N\NC(=S)SCN2C(=O)C3CCC(C)(C2=O)C3(C)C)cc1 (configuration not stated)
-2.9,Nc1cc(=O)nc(SCC(=O)NCc2ccccc2)n1CCc1ccccc1
0.5,CCn1c(=O)c(C(=O)Nc2nc3ccccc3[nH]2)c(O)c2ccccc21
4.5,CC(NC(=O)Cn1ccsc1=N)C12CC3CC(CC(C3)C1)C2 (configuration not stated)
-4.2,CC(=O)NC(C)C12CC3CC(CC(C(=O)O)(C3)C1)C2 (configuration not stated)
-0.4,CC(C)C(=O)Nc1cccc(C(=O)Nc2nccs2)c1
-5.4,CCOC(=O)C1=C(N)N(c2ccccc2Oc2ccccc2)C(=O)C1

# The closing 4 records of the section before lead into the next:
miR-122 sensor,canonical_smiles
4.5,CC(NC(=O)Cn1ccsc1=N)C12CC3CC(CC(C3)C1)C2 (configuration not stated)
-4.2,CC(=O)NC(C)C12CC3CC(CC(C(=O)O)(C3)C1)C2 (configuration not stated)
-0.4,CC(C)C(=O)Nc1cccc(C(=O)Nc2nccs2)c1
-5.4,CCOC(=O)C1=C(N)N(c2ccccc2Oc2ccccc2)C(=O)C1
-2.2,O=C(Nc1ccccc1)N(C1=NCCC1)c1ccc(OC(F)F)cc1
-4.4,COc1ccccc1N1CCN(C2CCCCC2NS(=O)(=O)c2ccc(Cl)cc2)CC1 (configuration not stated)
-1.0,CC1CCc2sc3nc(NCc4ccco4)n4ncnc4c3c2C1 (configuration not stated)
-1.3,c1cn(-c2ncnc3sc4c(c23)CCCC4)cn1
-2.1,OC(CN1CCOCC1)CN1CCOCC1
-7.3,Cc1cccc(NC(=O)c2ccc(S(=O)(=O)N(C)C)cc2)n1
-2.1,O=[n+]1cc(-c2cccc3ccccc23)n([O-])c2c1CCC2
0.6,COC(=O)CCC(=O)c1oc2ccc(OC)cc2c1N
-2.3,CC(C)(C)n1nnnc1C(c1ccncc1)N1CCN(c2ccc(O)cc2)CC1 (configuration not stated)
0.2,Cc1ccc(SCC(=O)c2cc(C)c(OC(=S)N(C)C)c(C)c2)cc1
-3.1,CC1(C)CC(=O)C2=C(C1)Oc1ncn(CCO)c(=N)c1C2c1ccccc1 (configuration not stated)
-4.1,CCn1ncc(Br)c1C(=O)Nc1cc(C(=O)OC)ccc1C(=O)OC
-1.5,COc1ccc(-c2nc(N)n(C(C)=O)n2)cc1
-4.5,CCN(CC)C(=O)CSc1ncnc2c1nnn2-c1ccc(OC)cc1
-2.2,CC1CCC(=C(C#N)C(=O)Nc2cccc(Cl)c2)CC1 (configuration not stated)
-10.6,O=C(CCl)Nc1cccn2ncnc12
-6.4,C=CCNC(=O)CCCOc1ccc(C)cc1
-3.9,COC(=O)C1=C(N)N(c2ccccc2C(F)(F)F)C2=C(C(=O)CCC2)C1c1ccc2c(c1)OCO2 (configuration not stated)
1.5,CCOc1cc(NC2CS(=O)(=O)CC2O)c(OCC)cc1NC(=O)c1ccccc1 (configuration not stated)
4.9,CCOC(=O)CN1C(=O)C(Sc2n[nH]c(-c3ccccc3)n2)CCc2ccccc21 (configuration not stated)
7.9,CCOc1ccccc1CNc1nc2nc3c(c(=O)n2[nH]1)CCC3
-1.6,COc1cc2c(cc1OC)C1=C(C#N)CCC(=O)N1CC2
30.0,CC1(C)CC(C)(c2ccc(O)cc2O)N(c2ccc3ccccc3c2)C(=S)N1 (configuration not stated)
-14.9,O=c1cc(N2CCCCC2)c(-c2ccccc2)nn1Cc1ccc(Cl)cc1
-5.5,O=C(OCn1ncc(Br)c(Br)c1=O)c1ccc(F)cc1
-1.2,Cc1[nH][nH]c(=O)c1C(c1c(C)[nH][nH]c1=O)c1cn(Cc2cccc3ccccc23)c2ccccc12
0.3,CCC(C(=O)N1CCN(c2cccc(Cl)c2)CC1)c1ccccc1 (configuration not stated)
-4.0,Cc1cc(C(=O)CSc2nnc(-c3ccco3)o2)c(C)n1CC1COc2ccccc2O1 (configuration not stated)
1.6,O=C(Nc1ccccc1)C1=C(O)CC(c2ccco2)CC1=Nc1ccccc1 (configuration not stated)
-0.7,Cc1cccc(CCNC(=O)C2CCN(S(=O)(=O)c3c(C)nn(C)c3C)CC2)c1
-1.3,CCC(=O)c1ccc(OCC(O)CN2CCN(c3cccc(C(F)(F)F)c3)CC2)cc1 (configuration not stated)
0.2,Cc1ccnc(NS(=O)(=O)c2ccc(NS(=O)(=O)Cc3ccccc3)cc2)n1
4.6,CCCCn1c(SCC(=O)N2c3ccccc3Sc3ccccc32)nc2c1c(=O)n(C)c(=O)n2C
-3.2,O=C(Oc1ccccc1)c1c(Cl)cccc1P(=O)(O)O
2.3,Cc1nnc(Sc2cc(C(=O)NCc3ccco3)c3ccccc3n2)s1
-2.6,CCOC(=O)CSc1nnc(NCC(=O)OC(C)C)c(=O)[nH]1
-4.8,COc1ccc(-c2nc3ccccc3c(=O)n2CCN2CCOCC2)cc1
3.6,CN(C)c1nc(N)nc(-c2ccco2)n1
-1.2,CCOc1ccc(N(Cc2cc3cc(OC)ccc3[nH]c2=O)C(=O)C2CCCO2)cc1 (configuration not stated)
10.1,COc1ccc(NC(=S)N2N=CCC2c2ccccc2)cc1 (configuration not stated)

# A stretch taken from the entries so far:
miR-122 sensor,canonical_smiles
2.3,Cc1nnc(Sc2cc(C(=O)NCc3ccco3)c3ccccc3n2)s1
-2.6,CCOC(=O)CSc1nnc(NCC(=O)OC(C)C)c(=O)[nH]1
-4.8,COc1ccc(-c2nc3ccccc3c(=O)n2CCN2CCOCC2)cc1
3.6,CN(C)c1nc(N)nc(-c2ccco2)n1

# Later entries
miR-122 sensor,canonical_smiles
-8.1,O=S(=O)(c1ccc(Cl)cc1Br)N1CCCCC1
-0.4,O=C(/C=C/c1ccccc1)NC(NC(=S)Nc1ccc(Cl)cc1Cl)C(Cl)(Cl)Cl (configuration not stated)
-4.6,CCOC(=O)c1c(C)nc2cc(C)ccn12
5.2,CCCCSc1nnc2[nH]c(=O)cc(N)n12
38.0,CCCC(=O)C1=C(c2ccccc2)C(C#N)(C#N)C(C#N)=C1N
-2.2,O=C(NCc1ccc(Cl)cc1)c1ccc(COCC(F)(F)F)o1
-10.9,CC(=O)Nc1ccc(NCC(O)COc2ccccc2)cc1 (configuration not stated)
0.5,Cn1ccnc1SCCC#N
-2.9,COC(=O)c1cc2oc(C)cc2n1CC(=O)Nc1cc(C)cc(C)c1
-11.4,O=C(NNC(=S)Nc1ccccc1)c1ccncc1
-7.3,CCOc1ccc(CSC(CC(=O)O)C(=O)O)cc1 (configuration not stated)
-0.8,CCCn1c(SCC(=O)Nc2ccccc2CC)nnc1C(C)C
4.2,CC(C)(C)N1CC(c2nc3ccccc3n2CCOc2ccccc2)CC1=O (configuration not stated)
-3.0,O=C(NS(=O)(=O)c1ccc2c(c1)OCCO2)c1ccccc1
9.1,Cc1nn(-c2ccccc2)c2sc(C(=O)N(CC(=O)NC(C)(C)C)Cc3ccco3)cc12
-2.5,Cc1[nH]c2ccccc2c(=O)c1SC(F)(F)C(F)C(F)(F)F (configuration not stated)
-6.8,COc1ccc(C(C(=O)OC(C)CN(C)C)c2ccccc2)cc1 (configuration not stated)
1.2,CC(=O)C1=C(O)C(=O)N(Cc2ccccc2)C1c1ccccc1F (configuration not stated)
-1.4,Cn1c(=O)n(C)c2cc([N+](=O)[O-])c(N3CCN(S(=O)(=O)c4ccc5ccccc5c4)CC3)cc21
4.4,COc1ccccc1C(c1nnnn1CS(=O)(=O)c1ccc(C)cc1)N1CCSCC1 (configuration not stated)
1.9,NS(=O)(=O)c1ccc(N2N=C(c3ccc(Br)cc3)CC2c2ccc(F)cc2)cc1 (configuration not stated)
1.7,COc1ccc(C(=O)N(Cc2ccco2)Cc2cc3cc(C)ccc3[nH]c2=O)cc1OC
-1.9,CN1CCCC(OC(=O)COc2ccccc2)C1 (configuration not stated)
-7.5,CCn1c(SCCC(=O)Nc2ccccc2)nnc1-c1ccc(OC)cc1
28.0,CCCCN(CCCC)CP(=O)(c1ccccc1)c1ccccc1
-1.3,CCCC(=O)Nc1c(C)nn(C(=O)CCC)c1C
-3.0,CCOC(=O)Cc1nnc(Nc2ccc(C)cc2)c2ccccc12
0.6,COC(=O)Nc1sc2c(c1C(=O)NCc1ccco1)CCCC2
1.4,COc1ccccc1N1CCN(C(=O)c2sc3ncnc(N4CCN(c5ccccn5)CC4)c3c2C)CC1
0.5,CC1CCN(c2ccc(C(=O)NCc3cccs3)cn2)CC1

# 4 entries drawn at random from those above, as already listed:
miR-122 sensor,canonical_smiles
28.0,CCCCN(CCCC)CP(=O)(c1ccccc1)c1ccccc1
-3.0,CCOC(=O)Cc1nnc(Nc2ccc(C)cc2)c2ccccc12
-1.9,CN1CCCC(OC(=O)COc2ccccc2)C1 (configuration not stated)
-7.5,CCn1c(SCCC(=O)Nc2ccccc2)nnc1-c1ccc(OC)cc1

# Following part.
miR-122 sensor,canonical_smiles
2.6,CCC/C(=C1/C(=O)CC(C)(C)C(C(=O)OC)C1=O)N1CCCC1 (configuration not stated)
13.3,O=C(OCc1nc2ccccc2s1)C1CCN(C2=NS(=O)(=O)c3ccccc32)CC1
-1.0,COc1ccc2[nH]c(=O)c(CNc3cccc(C)c3)cc2c1
-9.2,COc1ccc(S(=O)(=O)N2CCN(Cc3ccc(Cl)cc3)CC2)cc1
5.3,CCc1nnc(NC(=O)c2ccc(N(C)S(=O)(=O)c3ccccc3)cc2)s1
4.1,CCCn1c(CCC(=O)Nc2ccccc2Cc2ccccc2)nc2cc(S(=O)(=O)N3CCOCC3)ccc21
-12.0,O=C(Nc1nc(-c2cccc([N+](=O)[O-])c2)cs1)C(c1ccccc1)c1ccccc1
-5.1,N#Cc1ccsc1NC(=O)COc1ccc(-c2nnco2)cc1
72.5,Cc1nn(C(C)(C)C)c(OC(=O)C2CCCC2)c1S(=O)(=O)c1ccccc1
-0.1,CCOc1ccccc1OCC(=O)NN1Cc2ccccc2C1=N
-11.4,Cc1ccccc1-n1c(SCc2cc(=O)n3ccccc3n2)nc2[nH]ncc2c1=O
3.9,Brc1ccc(C2=Nn3c(nnc3-c3cccnc3)SC2)s1
-8.9,Cc1cc(C)n(Cc2ccc(C(=O)O)o2)n1
